Cl transport mod – modulators of human KCC2 chloride dependent transport; Q9H2X9; 190,000 tested, 2.2% active; B-score of Tl+ flux slope (higher = more flux/activation; lower = inhibition) at 10 µM; AID 1456; KCC2 cells, thallium flux FluoZin-2 fluorescence;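 active means thallium flux slope and its plate-corrected score both differing from the plate sample mean at a set confidence after two filtering rounds, in either direction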;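 further: slope of fluorescence scaled to starting intensity during 10 to 20 s after thallium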
KLK5 inh – inhibitors of human kallikrein 5 | Q9Y337 | recombinant hK5, fluorogenic AMC substrate cleavage | 210,000 tested, 0.59% active | AID 873 | inhibition, % at 5 µM;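 active means inhibition of 40% or more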;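 further: 0% = enzyme controls without compound and 100% = no-enzyme blanks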
FXIa inh – blocks human coagulation factor XIa protease activity; 220,000 tested, 0.14% active; inhibition, % at 5 µM; AID 798; purified FXIa, Boc-Glu-Ala-Arg-AMC fluorogenic substrate; P03951;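 active means inhibition of at least 40%; inactive means inhibition below 40%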;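 further: fluorescence of freed AMC excited at 355 nm; 0% = enzyme without compound and 100% = no enzyme blank; many of its hits are not listed in these tables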
Furin inh – blocks human furin protease activity | 220,000 tested, 0.061% active | inhibition, % at 30 µM | purified furin, fluorogenic substrate cleavage | AID 463115 | P09958; in the data active means inhibition above about 25%; further: inactives centre near -15
thrombin 1536 – inhibitors of human thrombin; P00734; alpha-thrombin, Boc-VPR-AMC fluorogenic substrate cleavage; inhibition, % at 5 µM; 220,000 tested, 0.26% active;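 active means inhibition at or above 40%; inactive means inhibition below 40%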;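 further: 0% = enzyme with no compound and 100% = wells without enzyme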
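Material: human alpha-thrombin protein; Also added: Boc-VPR-AMC substrate, 15 µM final; Timing: enzyme reaction carried out at room temperature; Signal: fluorescence, ex 355 nm, em 460 nm; Measure: % inhibition of thrombin; Controls: enzyme without compound as high, wells lacking enzyme as low.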
Calpain2 inh – inhibitors of pig calpain II | purified calpain II, fluorogenic peptide substrate, 30 min | inhibition, % at 16 µM | 220,000 tested, 0.37% active;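 active means inhibition above about 50%, limit read from the data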
Rad51 HR inh – blocks human Rad51 in homologous recombination; Q06609; hRad51 DNA strand exchange, fluorescence dequenching; 200,000 tested, 0.085% active; inhibition, % at 10 µM; AID 1385;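 active means inhibition above 40% at the single screening dose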;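 further: 0% = DMSO control wells and 100% = blanks with heterologous ssDNA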
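Material: Human Rad51 nucleoprotein filaments preassembled on unlabelled ssDNA | Also added: Labelled 47-mer dsDNA for strand exchange | Dosing: Single dose, 10 µM final compound | Schedule: 30-min compound preincubation and 15-min exchange, both room temperature | Technique: Fluorescence dequenching at 485/520 nm | Measure: Percent inhibition relative to plate controls and blanks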
FXIIa inh – factor XIIa (human) inhibition; purified FXIIa, Boc-QGR-AMC fluorogenic substrate, 2 h; P00748; 220,000 tested, 0.3% active; inhibition, % at 5 µM; in the data active means inhibition above about 40%;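 further: 0% = enzyme with no compound and 100% = blank without enzyme; many of its hits are not listed in these tables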
PERK inhibitor – blocks human PERK kinase. Q9NZJ5. CHO PERK-DD fusion, SEAP luminescence translation reporter. inhibition, % at 5.6 µM. 220,000 tested, 0.17% active. AID 1416;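 active means inhibition above the mean inhibition of all tested compounds plus 3 SD, set separately per screening campaign, cut at about 2.9% in these data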;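 further: PERK kinase domain activated by AP20187 dimerizer at 100 nM; 0% = DMSO with dimerizer and 100% = rapamycin at 8.4 µM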
Target sequence (Q9NZJ5 whole entry, looked up, the tested form may be a part): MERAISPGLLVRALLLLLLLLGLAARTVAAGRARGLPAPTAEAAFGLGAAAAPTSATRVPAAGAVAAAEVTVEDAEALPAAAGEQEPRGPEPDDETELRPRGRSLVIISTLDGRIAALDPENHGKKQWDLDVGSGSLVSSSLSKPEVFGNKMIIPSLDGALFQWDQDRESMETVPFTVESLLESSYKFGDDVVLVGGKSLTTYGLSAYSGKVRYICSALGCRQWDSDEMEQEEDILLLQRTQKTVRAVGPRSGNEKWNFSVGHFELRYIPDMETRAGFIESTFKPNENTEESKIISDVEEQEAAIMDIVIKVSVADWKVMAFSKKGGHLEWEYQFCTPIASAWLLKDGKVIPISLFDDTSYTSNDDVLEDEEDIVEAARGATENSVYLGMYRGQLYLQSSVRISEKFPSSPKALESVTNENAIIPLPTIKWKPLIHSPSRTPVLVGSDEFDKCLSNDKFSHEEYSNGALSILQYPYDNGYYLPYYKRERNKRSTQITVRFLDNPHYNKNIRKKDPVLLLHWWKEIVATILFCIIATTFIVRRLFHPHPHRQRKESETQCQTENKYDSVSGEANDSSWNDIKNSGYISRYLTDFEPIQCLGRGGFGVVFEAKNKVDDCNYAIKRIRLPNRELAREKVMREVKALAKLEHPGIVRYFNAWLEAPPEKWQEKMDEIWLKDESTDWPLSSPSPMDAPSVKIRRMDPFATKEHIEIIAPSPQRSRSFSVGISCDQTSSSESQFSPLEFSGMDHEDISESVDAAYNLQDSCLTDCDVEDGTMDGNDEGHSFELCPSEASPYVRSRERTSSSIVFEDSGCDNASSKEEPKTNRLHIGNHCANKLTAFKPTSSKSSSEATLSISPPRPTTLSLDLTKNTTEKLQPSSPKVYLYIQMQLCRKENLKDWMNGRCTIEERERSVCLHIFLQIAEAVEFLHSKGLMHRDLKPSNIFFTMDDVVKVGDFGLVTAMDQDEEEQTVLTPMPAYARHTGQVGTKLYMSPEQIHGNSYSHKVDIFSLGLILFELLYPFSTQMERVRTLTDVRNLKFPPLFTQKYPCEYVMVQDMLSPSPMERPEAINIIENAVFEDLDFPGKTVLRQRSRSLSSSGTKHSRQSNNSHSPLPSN
Numbers without * were called inactive; i = inactive; / = no result given; [ ] = another dose, or the depositor's remark.

Compound,Cl transport mod,KLK5 inh,FXIa inh,Furin inh,thrombin 1536,Calpain2 inh,Rad51 HR inh,FXIIa inh,PERK inhibitor
O=C(Nc1ccccc1-c1ccccc1)C12CC3CC(CC(C3)C1)C2,/,6,-16,-14,-5,16,5,-7,-0.1
Cc1cccc(-n2nnnc2SCC(=O)N(CC(C)C)c2c(N)n(CC(C)C)c(=O)[nH]c2=O)c1,-0.088,/,1,-21,-5,-32,4,/,-1.0
CCOC(=O)N1CCC(NC(=O)C2CCCN2C(=O)OCc2ccccc2)CC1 (stereo not drawn),-0.5,2,5,-21[20 µM],1,-1,-5,12,-0.7
Cc1ccc(NC(=O)/C(=C/c2cccc(Br)c2)NC(=O)c2ccco2)cc1,-0.61,-7,-1,-4,-2,15,-7,0,-0.5
CCC(C)NC(=O)COC(=O)c1oc2ccccc2c1CSc1ccc(Cl)cc1 (stereo not drawn),-0.42,-15,7,-14,-6,18,-6,22,0.6
COC(=O)c1ccc(NC(=O)CCn2cccc2)cc1,/,-3,-2,-10,-2,-18,4,10,-0.8
CC(C)c1nnc(SCC(=O)N2CCN(C(=O)c3ccco3)CC2)n1N,0.22,0,3,-36,/,-8,3,8,0.3
CC(CCc1ccccc1)NC(=O)C(=O)N1CCOCC1 (stereo not drawn),0.064,-1,-4,-21,-7,-22,7,8,-0.2
CCCC1CCC(=NNC(=O)CNc2ccc(OC)cc2)CC1 (stereo not drawn),0.45,-9,11,-12,-2,0,10,8,0.3
COC(=O)c1c(C)nc2ccccc2c1-c1ccccc1,-1.6,-6,8,-13[20 µM],4,-22,2,21,-0.4
CCCCN1CNC(=S)N(c2cc(C)ccc2C)C1,-0.34,-8,1,-18[20 µM],4,12,3,14,-0.1
Cc1sc2nc(CN3CCCCC3)nc(Nc3ccc4c(c3)OCCO4)c2c1C,/,13,8,-23,0,8,4,9,-0.7
Cc1cccc(Nc2ncccc2C(=O)O)c1C,-0.98,-1,-5,-17,-5,7,2,6,0.8
CN1CCN(S(=O)(=O)c2cccc(C(=O)NC3CCCc4ccccc43)c2)CC1 (stereo not drawn),0.011,-4,-9,-13,-13,11,/,-10,0.1
O=C1Nc2ccccc2C12NCCc1c2[nH]c2ccccc12 (stereo not drawn),-0.042,-10,3,-22[20 µM],-3,7,-3,11,0.6
CCCc1cc(C(=O)Nc2ccn(Cc3ccc(C)cc3)n2)no1,-1.7,4,2,-8,2,0,2,11,-1.2
CCOc1ccc(-c2csc(NC(=O)c3cccc(N4C(=O)CCC4=O)c3)n2)cc1,0.011,3,0,-7,-3,-20,-4,3,-0.7
O=C(COC(=O)c1ccc(OC(F)F)cc1)NCCCN1CCCC1=O,0.26,-2,-1,-10,3,-19,10,6,1.5
Cc1cccc(-c2c3c(=O)n(C)c(=O)n(C)c3c3cccnn23)c1,-0.0018,3,-4,-5,1,-10,-9,8,0.2
O=C(CN1C(=O)CCC1=O)Nc1ccc(Cc2ccc(NC(=O)CN3C(=O)CCC3=O)cc2)cc1,-0.14,5,6,-26,-1,-34,5,6,0.1

Reformatted with each value named: 2 of the compounds above
> Cc1cccc(-c2c3c(=O)n(C)c(=O)n(C)c3c3cccnn23)c1
- Cl transport mod = -0.0018
- KLK5 inh = 3
- FXIa inh = -4
- Furin inh = -5
- thrombin 1536 = 1
- Calpain2 inh = -10
- Rad51 HR inh = -9
- FXIIa inh = 8
- PERK inhibitor = 0.2

> CCCCN1CNC(=S)N(c2cc(C)ccc2C)C1
- Cl transport mod = -0.34
- KLK5 inh = -8
- FXIa inh = 1
- Furin inh = -18[20 µM]
- thrombin 1536 = 4
- Calpain2 inh = 12
- Rad51 HR inh = 3
- FXIIa inh = 14
- PERK inhibitor = -0.1

The listing continues:
Compound,Cl transport mod,KLK5 inh,FXIa inh,Furin inh,thrombin 1536,Calpain2 inh,Rad51 HR inh,FXIIa inh,PERK inhibitor
COc1ccc(C2=CSC3=NNC4(CCCCC4)NN23)cc1,-0.43,11,1,-22,-3,43,-3,-2,0.0
CN(CCC#N)C(=O)CSc1nnc(-c2ccco2)n1N,/,24,31,-9,24,21,10,22,0.5
CC(C)CC1NC(=O)N(Cc2nc3ccccc3s2)C1=O (stereo not drawn),-0.95,5,3,-10,4,-11,3,11,2.3
Cc1cc(N2CCN(C3CCCCC3)CC2)nc2cccc(O)c12,-0.019,-6,3,-5,0,-15,6,8,-0.1
O=S(=O)(c1cccc2nsnc12)N1CCc2ccccc21,-1.1,-6,21,-12,-1,10,4,23,0.3
O=C(CCSc1ccccc1)N1CCOCC1,/,1,10,-10[20 µM],-2,-18,-5,12,-0.5
O=C(Nc1ccc(Cl)cc1)Nc1nc(-c2ccccc2)cs1,-1.5,0,-5,-17,2,-2,14,3,0.9
c1ccc(-c2cc3c(N4CCOCC4)ncnc3s2)cc1,-1.1,3,5,-14,4,-42,-4,15,-0.6
CN=C(Nc1cc(C)nn1-c1ccccc1)c1ccccc1,0.45,-1,7,-9[20 µM],4,-2,10,23,0.9
Cc1ccccc1NC(=O)c1sc2nc3c(c(-c4ccco4)c2c1N)CCCC3,-0.64,-4,-3,-19[20 µM],-3,-474,-4,8,1.7
CCc1nc(SCc2ccc(C(=O)OC)o2)c2c(=O)n(C)c(=O)n(C)c2n1,0.42,-9,6,-22,-3,4,3,12,0.5
CN(C)S(=O)(=O)c1ccc2oc(SCC(N)=O)nc2c1,1.1,-11,-16,-5[20 µM],-6,-20,-3,2,-0.9
COC(=O)C1=C(C)OC(N)=C(C#N)C1c1cc(C)sc1C (stereo not drawn),/,-1,-12,-12[20 µM],-3,-18,-15,7,0.2
CC(C)c1c(O)nc(SCCN2CCOCC2)[nH]c1=O,0.31,-11,3,-8[20 µM],-2,-13,-38,5,0.6
O=C(Nc1cc(Cl)c(O)c(Cl)c1)C1CCCO1 (stereo not drawn),0.46,-2,-9,-11[20 µM],-11,7,-4,-18,0.4
Cc1c2c(n3c(nc4ccccc43)c1C#N)N(c1ccccc1)CC2,-0.91,-24,5,-11,-5,-92,-6,12,-0.4
c1ccc2nc3c(cc2c1)CCCCC3,1,4,3,-22,3,42,-11,8,1.7
O=[N+]([O-])c1cccc(S(=O)(=O)[N-]c2nc3ccccc3nc2-n2cc[n+](Cc3ccccc3)c2)c1,-0.22,0,-2,-13,-3,-8,-3,5,-0.9
COCCCNC(=O)CSc1nc2ccccc2c(=O)n1CCC(=O)NCCc1ccc(OC)c(OC)c1,2.1,3,-2,-6,13,28,-2,8,-0.6
O=C(COC(=O)c1ccccc1Cl)NCCC1=CCCCC1,-3.3,5,1,-13,7,15,17,11,0.4

3 compounds from above, showing only PERK inhibitor.
SMILES,PERK inhibitor
COc1ccc(C2=CSC3=NNC4(CCCCC4)NN23)cc1,0.0
CN(CCC#N)C(=O)CSc1nnc(-c2ccco2)n1N,0.5
CC(C)CC1NC(=O)N(Cc2nc3ccccc3s2)C1=O (stereo not drawn),2.3

Next records follow.
Compound,Cl transport mod,KLK5 inh,FXIa inh,Furin inh,thrombin 1536,Calpain2 inh,Rad51 HR inh,FXIIa inh,PERK inhibitor
CCOc1ccc(S(=O)(=O)Nc2ccccc2SC)cc1,0.27,-4,0,-10[20 µM],3,2,-2,6,0.9
O=C(Nc1ccccc1)c1nnsc1S(=O)(=O)c1ccc(Cl)cc1,-0.89,-20,5,-24,7,-43,/,17,0.5
COCc1cc(C)nc(N2CCc3ccccc32)c1C#N,-0.8,-12,-6,-9[20 µM],-6,-3,-1,5,-0.6
O=C1CCCC/C1=C/Nc1ccc(C(=O)O)cc1,0.081,5,9,-7[20 µM],6,8,-1,22,0.5
CCOC(=O)c1nn(-c2ccccc2)c(-c2ccccc2)c1C(=O)c1ccccc1,-0.028,3,-5,-27[20 µM],0,1,-2,-3,0.6
CNC(=O)C1CC(=O)N(c2ccc(C)cc2)C1 (stereo not drawn),0.82,-10,4,-22,-2,-3,3,11,2.3
COC(=O)c1onc(-c2c(OC)cc(OC)cc2OC)c1C(=O)OC,0.32,-18,5,-19,2,15,4,6,0.4
[O-][N+]12CCCCC1CCCC2CO (stereo not drawn),-0.048,14,-9,-5,-4,20,-7,3,-0.5
O=c1oc2cc(O)ccc2cc1-c1nc2c(s1)CCc1ccccc1-2,i,-26,6,-33,-5,-243,/,1,1.5
O=C(CSc1nc2cc(C(F)(F)F)ccc2n1Cc1ccccc1)NC1CCS(=O)(=O)C1 (stereo not drawn),5.2*,-22,4,-2,1,-7,1,12,-1.8
CCCC(=O)NC(=S)Nc1cccc(NC(=O)c2ccc(Cl)cc2Cl)c1,-0.09,0,6,-4[20 µM],1,-2,2,13,-0.4
COC(=O)C1=C(C)NC(=O)NC1c1ccc(-c2ccccc2Cl)o1 (stereo not drawn),0,-6,-6,-23,-12,-16,4,/,0.6
O=C(Nc1nnc(CCS(=O)(=O)c2ccc3ccccc3c2)s1)c1cccs1,1,1,2,-14,-5,31,-7,7,0.6
CCN(CC)C(=O)c1ccc(Cn2cc([N+](=O)[O-])cn2)o1,/,2,3,-21,-1,-7,1,17,0.9
Cn1c(=O)c(NC2CCCCC2)c2c3c(cccc31)C(=O)c1ccccc1-2,i,5,-2,-20,-12,-44,i,5,-0.2
COCCNC(=O)C(=O)N/N=C(\C)CC(=O)Nc1ccc(Cl)cc1Cl,-0.22,-17,-2,-14,-13,-2,3,4,0.1
COc1ccc(C(Nc2cccc([N+](=O)[O-])c2)P(=O)(OC(C)C)OC(C)C)cc1 (stereo not drawn),-1.2,1,1,-11,1,7,7,8,-2.1
O=C1N=C(N2CCOCC2)S/C1=C\c1ccc(OS(=O)(=O)c2ccccc2)cc1,0.013,2,6,0,/,29,-6,12,-0.8
Cc1ccc(S(=O)(=O)N(C)CC(=O)OCC(=O)NC(c2ccccc2)c2ccccc2)cc1,-1.6,-3,10,-11,0,12,2,11,0.1
COc1ccc(OS(=O)(=O)c2c(C)noc2C)cc1,0.0057,6,2,-23,-5,-13,15,2,0.1
Cc1ccc2cc(/C=N/Nc3nc4ccccc4[nH]3)c(Cl)nc2c1,0.0046,-43,8,2,5,15,-2,6,3.4*

These rows are one share of the data. The share of hits here may be higher or lower than overall.
